Growth percent in the NCI-60 one-dose screen (48 h, 10 µM unless noted): 100 = growth as untreated, 0 = no growth, -100 = all killed.
OVCAR-5: OVCAR-5 ovarian cancer; 2.9% of 82,000 active; AID 1794783
IGROV1: IGROV1 ovarian cancer. 4.7% of 79,000 active
OVCAR-4: OVCAR-4 ovarian cancer cells; 3.7% of 80,000 active; AID 1794784
DU-145: DU-145 prostate cancer; 4.2% of 81,000 active; AID 1794760
NCI/ADR-RES: NCI/ADR-RES ovarian cells | 4.4% of 81,000 active | AID 1794790
SK-OV-3: SK-OV-3 ovarian cancer cells. AID 1794785. 3.2% of 80,000 active
OVCAR-3: OVCAR-3 ovarian cancer. 7% of 79,000 active
OVCAR-8: OVCAR-8 ovarian cancer | AID 1794782 | 4.4% of 81,000 active
Active calls of the source: *; / = not tested or not shown. The calls were made as follows: active = growth percent below 10; inactive = the rest.

1	COc1ccc(-c2cc(-c3ccc(Oc4ccnc5cc(Cl)ccc45)c(OC)c3)c3c(=O)[nH]c(N)nc3n2)cc1
2	Cc1cc(Cl)c(O)c(CN(Cc2cc(C)cc(Cl)c2O)C2CCCCC2)c1
3	Brc1ccc(-c2cc(-c3ccccn3)[nH]n2)cc1
4	Cn1c(=O)c(C#N)c(-c2ccccc2)n2c(SCC(=O)c3ccccc3)nnc12
5	Clc1ccc(/C=N/c2nnc(-c3ccc(Cl)cc3)o2)cc1
6	Fc1ccc(Nc2n[nH]c(-c3ccccc3)n2)cc1
7	Cn1c(=O)c2[nH]c(NN=O)nc2n(C)c1=O
8	CCOc1ccc(N2C(=O)C(=O)C(C#N)(c3nc4ccccc4o3)C(=O)C2=O)cc1
Compound | 1 | 2 | 3 | 4 | 5 | 6 | 7 | 8
OVCAR-5 | 109 | 107 | 107 | 98 | 99 | 103 | 100 | /
IGROV1 | 106 | 106 | 115 | 47 | 105 | 86 | 106 | 103
OVCAR-4 | 83 | 100 | 103 | 87 | 97 | 105 | 115 | 103
DU-145 | 102 | 109 | 114 | 112 | 101 | 102 | 109 | 105
NCI/ADR-RES | 105 | 98 | 102 | 85 | 99 | 95 | 103 | 101
SK-OV-3 | 112 | 104 | 106 | 123 | 88 | 104 | 102 | 116
OVCAR-3 | 102 | 109 | 113 | 105 | 105 | 99 | 112 | 103
OVCAR-8 | 90 | 98 | 103 | 87 | 98 | 92 | 105 | 103

9	COc1ccc2ccccc2c1
10	O=C(NC1(C(=O)O)CCCC1)C(Cl)Cl
11	CCOC(=O)c1c(NC(=O)c2ccc(C(C)(C)C)cc2)sc2cc(O)ccc12
12	O=C1OCCCC1O (stereo not drawn)
13	O=C(CS(=O)c1oc(-c2cccs2)nc1S(=O)(=O)c1ccc(Br)cc1)c1ccccc1 (stereo not drawn)
14	Cc1c(C(=O)Nc2ccccc2)nnn1-c1ccc(Cl)cc1
15	N#Cc1c(-c2cccs2)nc(NCCO)[nH]c1=O
16	Cn1c(=O)c2c(nc(OC3CCCCCC3)n2C)n(C)c1=O
Compound | 9 | 10 | 11 | 12 | 13 | 14 | 15 | 16
OVCAR-5 | 109 | 98 | 104 | 101 | 89 | 102 | 93 | 96
IGROV1 | 108 | 132 | 81 | 103 | 101 | 111 | / | 101
OVCAR-4 | 103 | 71 | 104 | 106 | 75 | 98 | 109 | 104
DU-145 | 102 | 113 | 98 | 108 | 104 | 109 | 105 | 105
NCI/ADR-RES | 99 | 102 | 89 | 107 | 94 | 98 | 102 | 98
SK-OV-3 | 109 | 104 | 109 | 108 | 90 | 112 | 97 | 98
OVCAR-3 | 105 | 114 | 110 | 107 | 103 | 111 | 102 | 118
OVCAR-8 | 100 | 101 | 93 | 108 | 91 | 102 | 103 | 102

Taken from above:
Cc1c(C(=O)Nc2ccccc2)nnn1-c1ccc(Cl)cc1 – IGROV1 = 111
CCOC(=O)c1c(NC(=O)c2ccc(C(C)(C)C)cc2)sc2cc(O)ccc12 – NCI/ADR-RES = 89

Other records follow.
17	CC(=O)Oc1ccc(OC(C)=O)c2c1C1C=CC2CC1
18	O=C(O)CCN1CCN(CCC(=O)O)CC1
19	COc1ccc(N)cc1C(=O)Nc1cccc(C2CC(=O)c3c(cc(OC)c(OC)c3OC)O2)c1 (stereo not drawn)
20	COC(=O)c1cc(C(=O)OC)cc([N+](=O)[O-])c1
21	CC(C)=CCC1=C(O)COC1=O
22	CC(C)C1CCCCC1C1CCCCC1 (stereo not drawn)
23	O=C(O)c1ccc(Cn2cc(CSc3nc4ccccc4s3)nn2)cc1
24	COc1ccc(/C=C/C(=O)c2ccc(OC)c(S(=O)(=O)NNC(=O)c3ccncc3)c2)cc1
Compound | 17 | 18 | 19 | 20 | 21 | 22 | 23 | 24
OVCAR-5 | 114 | 104 | 135 | 106 | 115 | 110 | 95 | 102
IGROV1 | 113 | / | 77 | 118 | 114 | 102 | 101 | 102
OVCAR-4 | 101 | 106 | 66 | 106 | 98 | 100 | 86 | 110
DU-145 | 105 | 105 | 78 | 113 | 115 | 118 | 106 | 110
NCI/ADR-RES | 98 | 103 | 56 | 115 | 110 | 114 | 101 | 109
SK-OV-3 | 100 | 104 | 105 | 99 | 103 | 100 | 97 | 105
OVCAR-3 | 107 | 108 | 70 | 120 | 123 | 148 | 100 | 103
OVCAR-8 | 106 | 120 | 47 | 94 | 96 | 102 | 93 | 98

25	CC(C)CSc1nc(-c2ccc(F)cc2)c(C#N)c(N2CCN(C)CC2)n1
26	O=c1[nH]n[n+](-c2[nH]ncc2[N+](=O)[O-])o1
27	CC(=O)N1N=C(c2cccc(Nc3ccncc3)c2)CC1c1ccc(F)cc1 (stereo not drawn)
28	CCOC(=O)c1sc(NCC(=O)Nc2ccccc2)c(C(=O)OCC)c1C
29	Clc1ccc(-c2nc(Nc3ccccc3)c3cc(Br)cc(Br)c3n2)cc1
30	O=c1[nH]cnc2c1ncn2-c1ccc(Cl)cc1
31	COc1cc(NCCN(CC(C)C)C2CCCC2)c2ncccc2c1
32	[O-][n+]1onc(-c2ccc(F)cc2)c1Nc1ccccc1Br
Compound | 25 | 26 | 27 | 28 | 29 | 30 | 31 | 32
OVCAR-5 | 88 | 101 | 101 | 99 | 90 | 99 | 96 | 100
IGROV1 | 97 | 108 | 94 | 108 | 62 | 111 | 87 | 71
OVCAR-4 | 96 | 104 | 92 | 101 | 81 | 121 | 37 | 95
DU-145 | 93 | 106 | 108 | 104 | 101 | 110 | 104 | 105
NCI/ADR-RES | 87 | 96 | 96 | / | 86 | 105 | 87 | 94
SK-OV-3 | 99 | 102 | 83 | / | 92 | 85 | 98 | 97
OVCAR-3 | 91 | 99 | 102 | 112 | 81 | 106 | 83 | /
OVCAR-8 | 100 | 103 | 95 | 102 | 104 | 107 | 85 | 97

33	O=C(Oc1ccc(NC(=O)c2cc3c(cc2Br)OCO3)cc1)c1ccccc1
34	COc1ccc(Nc2nc(C3CC3)cs2)cc1
35	O=C1c2c(c3c4cccnc4[nH]c3c3ccc4ccccc4c23)C(=O)N1CCN1CCOCC1
36	O=C1Nc2ccc(Br)cc2/C1=N\N=C/c1cn(Cc2ccccc2)c2ccccc12
37	CCCC(=O)OCC1OC(n2cnc3c(=S)nc[nH]c32)C(OC(=O)CCC)C1OC(=O)CCC (stereo not drawn)
38	COc1ccc(C2CC(c3ccccc3)=NN2C(=O)c2cc(OC)c(OC)c(OC)c2)cc1O (stereo not drawn)
39	O=[N+]([O-])c1ccc(N/N=C/c2cccc3ccccc23)nc1
Compound | 33 | 34 | 35 | 36 | 37 | 38 | 39
OVCAR-5 | 102 | 104 | 98 | 28 | 46 | 60 | 97
IGROV1 | / | 107 | 58 | 81 | 15 | 3.4* | 90
OVCAR-4 | 94 | 97 | 84 | 84 | 31 | 42 | 90
DU-145 | 123 | 102 | 60 | 96 | 42 | 26 | 124
NCI/ADR-RES | 95 | 109 | 47 | 100 | 48 | -12* | 107
SK-OV-3 | 109 | 102 | 87 | 76 | 21 | 55 | 105
OVCAR-3 | 116 | 105 | / | 109 | 23 | 17 | 122
OVCAR-8 | 116 | 105 | 47 | 96 | -8.3* | 24 | 104

Grouped by structure, the entries above with an NH in an aromatic ring
1	COc1ccc(-c2cc(-c3ccc(Oc4ccnc5cc(Cl)ccc45)c(OC)c3)c3c(=O)[nH]c(N)nc3n2)cc1
3	Brc1ccc(-c2cc(-c3ccccn3)[nH]n2)cc1
6	Fc1ccc(Nc2n[nH]c(-c3ccccc3)n2)cc1
7	Cn1c(=O)c2[nH]c(NN=O)nc2n(C)c1=O
15	N#Cc1c(-c2cccs2)nc(NCCO)[nH]c1=O
26	O=c1[nH]n[n+](-c2[nH]ncc2[N+](=O)[O-])o1
30	O=c1[nH]cnc2c1ncn2-c1ccc(Cl)cc1
35	O=C1c2c(c3c4cccnc4[nH]c3c3ccc4ccccc4c23)C(=O)N1CCN1CCOCC1
37	CCCC(=O)OCC1OC(n2cnc3c(=S)nc[nH]c32)C(OC(=O)CCC)C1OC(=O)CCC (stereo not drawn)
Compound | 1 | 3 | 6 | 7 | 15 | 26 | 30 | 35 | 37
OVCAR-5 | 109 | 107 | 103 | 100 | 93 | 101 | 99 | 98 | 46
IGROV1 | 106 | 115 | 86 | 106 | / | 108 | 111 | 58 | 15
OVCAR-4 | 83 | 103 | 105 | 115 | 109 | 104 | 121 | 84 | 31
DU-145 | 102 | 114 | 102 | 109 | 105 | 106 | 110 | 60 | 42
NCI/ADR-RES | 105 | 102 | 95 | 103 | 102 | 96 | 105 | 47 | 48
SK-OV-3 | 112 | 106 | 104 | 102 | 97 | 102 | 85 | 87 | 21
OVCAR-3 | 102 | 113 | 99 | 112 | 102 | 99 | 106 | / | 23
OVCAR-8 | 90 | 103 | 92 | 105 | 103 | 103 | 107 | 47 | -8.3*

Screening data from PubChem BioAssay.
